# Assay outcomes: PubChem, several laboratories
# SKN-1 inh: C. elegans SKN-1 inhibition | C. elegans VP596 Pgst-4::GFP/RFP ratio, acrylamide-induced, 24 h | 360,000 compounds, 0.49% hits | inhibition, % at 21.8 µM | AID 624304;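 active = interference check ratio from 0.5 to 1.5 plus GFP to RFP signal ratio inhibition reaching or exceeding a fixed threshold, cut at about 30% in these data, passing the limit was not always enough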; also: some compounds called inactive have numbers as strong as hits
# MT1-MMP act inh: MT1-MMP (human) activation inhibition. P50281. HT1080 RFP-PRO-GFP cells, GFP/RFP ratio fluorescence, overnight; percent of plate control window, DMSO zero. 360,000 compounds, 0.061% hits. GFP/RFP ratio change, % at 20 µM;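 active = GFP/RFP ratio change of at least 30% with cell ATP level not reduced by more than half and red fluorescence within 50% of control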; also: strong numbers were not always called active
#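 Assay system – RFP-PRO-GFP reporter HT1080 cells · Compound dosing – single dose of 20 µM compound, 1% DMSO final · Incubation – overnight compound exposure at 37 °C · Measure – GFP/RFP fluorescence ratio · Benchmarks – DMSO wells and RFP-L50D-GFP cells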
# eLon inh: E. coli protease La inhibition. P0A9M0. purified E. coli Lon protease, fluorescence polarization. inhibition, % at 7.94 µM. 360,000 compounds, 0.42% hits; in the data active = inhibition above about 13%, passing the limit was not always enough;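 also: 0% = enzyme with probe and DMSO and 100% = no enzyme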
# FAS-TE inh: FAS thioesterase (human) inhibition; recombinant FAS-TE, OMFH fluorogenic substrate, fluorescence endpoint; inhibition, % at 15 µM; 360,000 compounds, 0.67% hits;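 active = compounds whose normalised, plate-corrected inhibition of enzyme fluorescence in the single-dose primary screen is 50% or more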;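 also: 0% = DMSO with enzyme and 100% = substrate without enzyme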
# MLLE-PAM2 inh: blocks PAM2 peptide binding to the PABP1 MLLE domain; 360,000 compounds, 0.36% hits; inhibition, % at 20 µM; GST-MLLE / FITC-PAM2 fluorescence polarization; in the data active = inhibition above about 35%, passing the limit was not always enough;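 also: plate controls were DMSO wells with GST-MLLE for no effect and wells lacking GST-MLLE protein for full effect; some results filed as inactive read as strong as hits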
# MsrA act: activators of bovine methionine sulfoxide reductase A; purified bovine MsrA, absorbance read-out; 360,000 compounds, 0.3% hits; AID 602163; activation, % at 10.6 µM; in the data active = activation above about 7.5%;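 also: 0% = vehicle and 100% = reference activator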
# Neddylation inh: inhibitors of human cullin neddylation | 360,000 compounds, 0.58% hits | calls only at 25 µM | P61081+Q13564 | TR-FRET cullin neddylation, biochemical; in the data active = inhibition above about 36%
# Rin1 Abl inh: inhibitors of human Rin1-Abl protein interaction; P00519+Q13671; TR-FRET Rin1/Abl binding, biochemical; inhibition, % at 7.35 µM; 360,000 compounds, 0.4% hits; AID 588664; in the data active = inhibition above about 5%, passing the limit was not always enough
# CendR NRP1 mod: modulators of CendR peptide binding to human neuropilin-1; O14786; FAM-RPARPAR peptide binding to NRP-1, fluorescence polarization; inhibition, % at 25 µM; 360,000 compounds, 0.85% hits; AID 602438;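 active = inhibition or corrected inhibition above about 18%, plus a signal ratio from 0.5 to 1.5, limit read from the data, passing the limit was not always enough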; also: strong numbers were not always called active
# * hit, by the source's call; i = inactive; nt = no result given. The order is random. About 4% of those tested had a hit in this group.
SMILES,SKN-1 inh,MT1-MMP act inh,eLon inh,FAS-TE inh,MLLE-PAM2 inh,MsrA act,Neddylation inh,Rin1 Abl inh,CendR NRP1 mod
CCCCNC(C(=O)Nc1ccc(Cl)c([N+](=O)[O-])c1)c1ccccc1 (configuration not stated),2,2,9,44,0,-5,i,0,8
COc1cccc(CNC(=O)C2CCCN(S(C)(=O)=O)C2)c1 (configuration not stated),-18,3,-2,-9,-7,-12,i,6,1
COC(=O)c1cccc(NC(=O)c2ccc(OC)c(Cl)c2)c1,-8,4,-5,13,3,0,i,1,18
CC(C)Cc1nnc(NC(=O)c2cccc(S(=O)(=O)N3CCN(C)CC3)c2)s1,6,1,-7,-4,-3,0,i,-2,-6
CCN(CC(=O)Nc1ccc2c(c1)OCO2)CC(=O)Nc1ccccc1C(F)(F)F,-10,-1,0,2,-11,-2,i,0,10
COc1ccc(Br)cc1/C=N/NC(=O)c1cc(OC)c(OC)c(OC)c1,12,-4,-15,2,-4,-3,i,-4,-5
CC1(C)Cc2c(sc3c2c(=N)n(Cc2ccco2)c(=O)n3Cc2ccc(Cl)cc2)CO1,21,-6,-16,25,-35,-3,i,3,-10
FC(F)(F)c1nnc2n1N=C(c1ccccc1)CS2,19,-5,-9,-1,-8,-3,i,0,-10
CCCNC(=O)c1cc2c(c(-c3cccc(-c4cc5ccccc5o4)c3)n1)[C@H](CCO)N(C(=O)NC(C)C)C2,14,-13,-6,4,nt,-3,i,nt,10
O=C(Nc1ccc2c(c1)OCO2)C1CC(=O)N(CCc2ccccc2)C1 (configuration not stated),-6,5,-6,1,-23,-1,i,-1,-17
COc1ccc(NC(=O)c2ccco2)cc1NC(=O)c1cc2ccccc2o1,7,7,14,14,3,0,nt,-1,14
O=C1NCCN/C1=C\C(=O)c1ccc(Cl)cc1,-9,5,-6,-4,-3,-5,i,-2,-4
OCC(CO)(CO)n1cnnn1,-5,-4,-7,-7,5,-1,i,-1,3
COc1ccc(S(=O)(=O)NCc2cccs2)cc1,-7,5,4,-6,-3,-2,i,-1,-6
CC(C)(C)c1csc(CS(=O)(=O)c2ccccn2)n1,0,-4,8,-6,-13,-10,i,-3,1
O=C(c1cc(COc2cccc3cccnc23)on1)N1CCC[C@H]1CO,5,4,3,-7,20,-6,i,54*,-10
COc1ccccc1-c1nc2cc3ccccc3cc2nc1-c1ccccc1OC,1,-4,-4,10,10,-3,i,0,12
O=C(NCCCNc1ccnc2cc(Cl)ccc12)c1ccccc1F,8,4,1,1,3,-2,i,-3,1
Cc1noc(C)c1COc1ccccc1C(=O)N(C)CC(=O)Nc1ccc(F)cc1,-8,1,-6,0,3,-5,i,3,6
Oc1cccc(C(=S)N2CCCCC2)c1,2,-3,-1,2,38*,-8,i,0,1
CCOc1ccccc1NC(=O)C1CCCCN1S(=O)(=O)c1ccc(F)cc1 (configuration not stated),12,3,-3,23,9,-1,i,-2,5
COc1ccc2nc(Nc3nc(C)c(CCC(C)C)c(=O)[nH]3)nc(C)c2c1,11,5,3,-5,-10,-6,i,8.2*,-10
O=C(O)[C@H](Cc1ccccc1)NC(=O)N1CCC(Cc2ccccc2)CC1,-4,-3,13,-4,12,-5,i,-3,-3
O=C1CCN(Cc2ccccc2)S(=O)(=O)c2c(F)cc(F)cc21,3,4,-10,4,3,1,i,2,5
COc1cccc(CN(C)C(=O)CSc2nc3ccccc3[nH]2)c1OC,-13,-3,2,-4,-62,-4,i,5,0
SMILES,SKN-1 inh,MT1-MMP act inh,eLon inh,FAS-TE inh,MLLE-PAM2 inh,MsrA act,Neddylation inh,Rin1 Abl inh,CendR NRP1 mod
CCC(O)(c1ccccc1)C(CN1CCOCC1)c1ccccc1 (configuration not stated),-9,-2,-15,-6,-17,-3,i,3,7
CC1(Cc2ccc(OC(F)(F)F)cc2)C(=O)Nc2ccc(S(=O)(=O)NC3CCCCC3)cc21 (configuration not stated),-10,-32,-3,23,0,20*,i,3,3
Clc1cccc(CNCCNCc2cccc(Cl)c2)c1,3,5,3,-5,-4,0,i,2,-8
CCc1sc(C(=O)Nc2nc(C)cs2)cc1C,18,-10,1,2,-3,-2,i,-9,-7
COc1cccc(CC2(CO)CCCN(Cc3ccc(OC)c(C)c3OC)C2)c1 (configuration not stated),-6,-3,-8,3,-4,-3,i,3,-2
Cc1ccc(C)c(NC(=O)CSc2cccc3cccnc23)c1,13,0,-1,-2,-8,-2,nt,-3,-10
CSCC[C@H](NC(=O)OC(C)(C)C)C(=O)N/N=C/c1cc2ccc(C)cc2nc1Cl,10,-4,-1,3,-5,0,i,-2,4
O=C(O)CCCN=C1NC2(CCCC2)Cc2ccccc21,-1,5,-2,-3,0,-3,i,-4,-1
COc1ccc(C(=O)O/N=C(\N)c2ccc(OC)c(OC)c2)cc1,1,-1,-8,-6,4,-2,i,2,7
CCCc1nc2nc(C)c(NS(=O)(=O)c3ccc4c(c3)CCCC4)c(=O)n2[nH]1,0,0,-5,-2,-2,4,i,-1,1
O=C1CC(c2ccco2)Sc2nc3ccccc3n21 (configuration not stated),-10,-8,-1,-12,-51,-11,i,2,-42
Cc1cccn2c(=O)c3cc(S(=O)(=O)c4ccccc4)c(=N)n(Cc4cccnc4)c3nc12,10,-4,13,33,-21,-3,i,-4,-22
O=C(O)CC(NC(=O)Cc1ccc([N+](=O)[O-])cc1)c1ccc2c(c1)OCO2 (configuration not stated),-7,-1,0,5,13,-11,i,1,5
O=Cc1cc([N+](=O)[O-])ccc1N1CCOCC1,-2,-2,6,-9,-1,-4,i,-1,8
O=C(Cn1c(=O)oc2ccccc21)Nc1nnc(N2CCCCCC2)s1,-11,1,6,-7,-6,-2,i,2,-6
COc1ccc(C)c2sc(NC(=O)C3CC3)nc12,-3,-1,-1,1,-3,-5,i,4,0
Cc1ccc(C(=O)CSc2nc3ccccc3c(=O)[nH]2)cc1,-11,0,0,-3,5,-4,i,-3,-1
O=C(NCC1CCCO1)c1cccc(Oc2ccc([N+](=O)[O-])cc2Cl)c1 (configuration not stated),1,-3,-1,4,17,-5,i,2,13
COc1ccc(NC(=O)N2CCN(S(C)(=O)=O)CC2)cc1OC,-2,4,0,-6,2,-2,i,-6,8
CCOC(=O)[C@H]1[C@H]2COc3ccccc3[C@@H]2N2C(=O)c3c(C)cc(C)cc3NC(=O)[C@@]12C,6,-1,8,5,-11,-2,i,0,7
CCCCn1nnc(NC(=S)NC(=O)c2ccc(OCC)c([N+](=O)[O-])c2)n1,11,-4,-6,2,26,1,i,-2,7
c1ccc(-c2nnc3sc(-c4cc5ccccc5o4)nn23)cc1,-2,2,-2,46,3,-2,i,1,3
NC(=O)COc1ncn(-c2ccccc2)n1,5,2,-9,-4,-11,-5,i,-1,29*
Cc1ccc(C(=O)Nc2nccc(-c3cccs3)n2)cc1,-3,-2,-2,-8,0,-4,i,2,2
COCCN(CCOC)S(=O)(=O)c1ccc(C(=O)NC2CCN(Cc3ccccc3)CC2)cc1,10,9,0,-10,-3,1,i,-1,24

# Results in Rin1 Abl inh, for three of the compounds above:
molecule,Rin1 Abl inh
c1ccc(-c2nnc3sc(-c4cc5ccccc5o4)nn23)cc1,1
COCCN(CCOC)S(=O)(=O)c1ccc(C(=O)NC2CCN(Cc3ccccc3)CC2)cc1,-1
NC(=O)COc1ncn(-c2ccccc2)n1,-1

# The listing continues:
SMILES,SKN-1 inh,MT1-MMP act inh,eLon inh,FAS-TE inh,MLLE-PAM2 inh,MsrA act,Neddylation inh,Rin1 Abl inh,CendR NRP1 mod
CCN(CC)S(=O)(=O)c1ccc2c(c1)c(=O)c(C(=O)NCc1cccs1)cn2C,17,4,-10,7,4,-6,i,-1,2
CCCCn1c(=O)nc2n(-c3ccccc3)c3ccccc3cc-2c1=O,6,-2,-7,-10,-33,-3,nt,0,-1
Cc1cc(SCC(=O)OCC(=O)N(CCC#N)c2ccccc2)nc2ccccc12,5,5,-1,13,2,-3,i,2,-15
COCCN(C(=O)c1csnn1)C(C(=O)NC1CCCCC1)c1ccc(C)cc1 (configuration not stated),3,-3,-12,3,37,-2,i,1,8
CC(C)(C)NS(=O)(=O)c1ccc(CCC(=O)N2CCCCC2)cc1,17,-3,-2,-3,-11,-9,i,1,12
CC(Sc1nnc(-c2cccnc2)o1)C(=O)NC1CCCC1 (configuration not stated),3,0,3,-5,-14,-2,i,4,22*
CCc1ccc(CN(C)C(=O)c2cc(=O)c3ccccc3o2)cc1,-3,5,-3,22,-1,1,i,1,0
COc1ccc(/C=C2/C(=O)N=C3SCCN32)cc1,11,0,-15,-3,26,1,i,1,8
COc1cccc(-c2nc(-c3ccc(Br)o3)no2)c1,-9,3,-5,20,-7,-2,i,-3,-11
C[C@H](CO)N1C[C@H](C)[C@@H](CN(C)C(=O)CC2CC2)Oc2cc(Br)ccc2S1(=O)=O,10,-3,0,-6,0,0,i,1,-3
Cc1ccc2c(C)c(C(=O)NCC(C)(C)N3CCOCC3)oc2c1C,4,0,-3,-2,9,2,i,2,0
CCOc1ccc(NC(=O)c2ccccc2NC(=O)CN2CCCCCC2)cc1,-2,3,-3,2,3,1,i,1,-9
O=C(c1cc2sccc2n1Cc1ccc(F)cc1)N1CCN(c2nc3ccccc3s2)CC1,17,6,10,29,3,-3,i,1,0
Cc1cc(OCC(=O)Nc2nnc(C3CC3)s2)ccc1[N+](=O)[O-],1,3,-2,0,3,0,i,-1,-2
Cc1cc(C([O-])=C(C(=S)Nc2ccc(F)cc2)[n+]2ccccc2)c(C)n1-c1ccc(F)cc1,6,2,-8,1,3,1,i,2,-24
C=CCC[C@H](Cc1ccc(F)cc1)C(=O)OC[C@@H](NC(=O)[C@@H](CC=C)CC(=O)N[C@@H](CO)Cc1ccccc1)C(C)(C)C,0,-18,-3,9,-2,1,i,1,8
Nc1c(C(=O)NCc2ccccc2)c2nc3ccccc3nc2n1-c1ccc2c(c1)OCO2,21,-32,2,5,-2,0,nt,-4,-10
COc1ccc(NC(=O)Nc2ccc3c(c2)C(=O)N([C@H](C)CO)C[C@H](C)[C@@H](CN(C)S(=O)(=O)c2cccs2)O3)cc1,9,8,-9,-1,8,-2,i,3,-7
COC(=O)CN1C(=S)N(C)C(=O)C1CC(=O)Nc1ccccc1 (configuration not stated),5,3,-6,-5,-3,-7,i,-4,-12
CCOc1cc2[nH]c(=O)n(CCC(=O)N3CCN(c4ccccc4OC)CC3)c(=O)c2cc1OCC,-3,1,-1,-2,10,1,i,0,9
N#Cc1ccsc1NC(=O)CN1CCN(S(=O)(=O)c2cc(Cl)ccc2Cl)CC1,1,0,2,38,-56,-1,i,0,-6
O=C(COc1ccc(Cl)cc1Cl)N/N=C/c1cccnc1,-1,-2,-29,-2,1,1,i,3,14
O=[N+]([O-])c1ccc(-c2ccc(/C=N/Nc3nc(N4CCCC4)nc(N4CCCC4)n3)o2)cc1,17,-58,-2,-40,-40,0,i,3,-55
Cc1ccc(S(=O)(=O)NCN2C(=O)c3ccccc3C2=O)cc1,8,1,-10,-8,5,1,i,1,0
CC/C=C\C/C=C\C/C=C\CCCCCCCC(=O)O,-25,0,0,4,2,-11,i,4,-65
CC(=O)N1c2ccc(S(=O)(=O)N(C)CC(=O)NC3CCCCC3C)cc2CC1C (configuration not stated),4,2,-13,-2,16,-2,i,-3,3
Cc1ccc(Br)cc1S(=O)(=O)N1CCN(c2ccccc2)CC1,-8,1,5,25,-4,0,i,-1,19
CCOC1OC(=O)C(Cl)=C1Nc1ccccc1C (configuration not stated),1,-2,2,-14,16,0,i,0,0
